From PubChem BioAssay
HSP90 refold inh – HSP90 inhibitors, primary screen, cell lysate, luminescence; Heat shock protein HSP 90 (rabbit reticulocyte lysate; luciferase refolding); Rabbit reticulocyte lysate, luciferase refolding luminescence, 3 h; inhibition, % at 5.6 µM; hit rate 0.91% among 290,000; AID 1789, 2009;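 active = inhibition above the screen-wide mean plus 3 SD, computed separately per campaign, cut at about 16% in these data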;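 note: 0% = DMSO wells and 100% = 60 µM geldanamycin wells; inhibitors lower the luminescence because luciferase stays unfolded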
HSF1 activator – HSF-1 activators, primary screen, NIH3T3-HGL cells, MG132 stress, luminescence, single point; NIH3T3-HGL HSF-1 luciferase reporter, 8 h; 100% = twice DMSO control signal; AID 504408, 2011; hit rate 1.7% among 300,000; activation, % at 9 µM;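 active = mean replicate activation of at least 50% with a set share of replicates each reaching 50%; inconclusive = only one of those two conditions met; inactive = mean below 50% and too few replicates reaching it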;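 note: 0% = median of the neutral control wells and 100% = twice that signal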
Platelet DG rel – inhibitors of platelet dense granule secretion, primary screen, cell-based, MLPCN, human platelets; human platelet-rich plasma, SFLLRN dense granule ATP release, luminescence; inhibition, %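 (compounds screened at 7.5 µM in platelet-rich plasma)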; hit rate 0.22% among 300,000; AID 1663, 2009;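 active = mean replicate score, as percent of positive control, at or above 50; inconclusive = mean below 50 but at least one replicate at or above 50; inactive = mean and every replicate below 50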
HDAC3 inhib – HDAC3 deacetylase inhibitors, primary screen, biochemical, fluorescence, cell-free homogeneous | Histone deacetylase 3 (Homo sapiens), O15379 | recombinant HDAC3, fluorogenic peptide/trypsin coupled | inhibition, % at 8.3 µM | hit rate 0.15% among 320,000 | AID 2718, 2010; in the data active = inhibition above about 26%, passing the limit was not always enough; inconclusive = no clear call, values can overlap the other calls
Target sequence (O15379 whole entry, looked up): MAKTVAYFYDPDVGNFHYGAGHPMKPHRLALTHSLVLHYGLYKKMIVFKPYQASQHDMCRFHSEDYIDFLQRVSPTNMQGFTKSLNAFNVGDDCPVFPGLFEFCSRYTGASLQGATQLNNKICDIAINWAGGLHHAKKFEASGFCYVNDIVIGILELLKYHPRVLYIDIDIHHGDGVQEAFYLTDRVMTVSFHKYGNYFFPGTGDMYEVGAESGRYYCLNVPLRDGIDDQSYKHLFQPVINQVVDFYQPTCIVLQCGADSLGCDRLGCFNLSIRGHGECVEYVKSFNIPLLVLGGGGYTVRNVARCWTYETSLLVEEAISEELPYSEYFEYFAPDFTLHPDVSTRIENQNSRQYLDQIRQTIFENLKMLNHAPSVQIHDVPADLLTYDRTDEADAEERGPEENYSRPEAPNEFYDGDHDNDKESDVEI
aSyn 5UTR inh – MLPCN primary screen, SNCA 5' untranslated region. alpha-synuclein 5'UTR reporter, inhibitor activity. inhibition, % (tested at 7.5 µM). hit rate 0.82% among 300,000; in the data active = inhibition above about 60%; inconclusive = no clear call, values can overlap the other calls;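 note: H4 neuroglioblastoma cells stably carrying SNCA 5'UTR luciferase fusion; 0% = DMSO wells and 100% = positive control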
HIF activator – HIF pathway transcriptional activators, primary screen, cell-based, U2OS HRE-luciferase, luminescence; U2OS HRE-luciferase reporter; normalized: DMSO 0%, desferrioxamine 100%; activation, % at 7.5 µM (by protocol); hit rate 0.32% among 300,000; AID 1910, 2009;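 active = mean activation of at least 10% of the iron chelator positive control signal, with at least half of replicates also reaching 10%; inconclusive = mean and replicate majority disagree about reaching 10%; inactive = mean and most replicates under 10%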
IEC-6 cytotox – cytotoxicity in IEC-6 intestinal epithelial cells, primary screen, cytotoxicity control for KLF5 inhibitor project, cell-based, luminescence. IEC-6 cytotoxicity, luminescence viability. inhibition, % at 5 µM. hit rate 0.78% among 290,000. AID 1825, 2009; in the data active = inhibition above about 22%;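 note: 0% = plate median of test compound wells and 100% = cytotoxic reference compound wells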
AI-2 QS modul – Vibrio harveyi AI-2 quorum sensing modulators, primary screen, JMH597 strain, luminescence/OD600 ratio. Vibrio harveyi JMH597 AI-2 luminescence/OD600 ratio, 9 h; stronger effect = lower value; strain lacks LuxN and CqsS sensors; 0 = neutral-control median. hit rate 0.4% among 300,000. activity change, % at 7.5 µM; in the data active = activity change below about -75%, passing the limit was not always enough; inconclusive = no clear call, values can overlap the other calls;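 note: luminescence divided by OD600 gain over 9 h not by final OD600 alone; inactives centre near 13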
HSF1 inh – HSF1 inhibitors in luciferase reporter cells, primary screen, cell-based, NIH3T3, luminescence; NIH3T3-HGL HSE-luciferase, MG132-induced, luminescence 8 h; stronger effect = lower value; activity change, negative = inhibition, % at 7.5 µM (by protocol); hit rate 0.77% among 300,000; AID 2098, 2009;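 active = more than half of replicate wells show activity change below -50%, luminescence cut by over half; inconclusive = some wells, but at most half, below -50%; inactive = no replicate well below -50%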;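 note: luciferase reports HSF-1 transcriptional activity via heat shock element; 0% = median of DMSO wells and -100% = zero luminescence signal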
KLF5 inh – KLF5 expression inhibitors, primary screen, DLD-1 cells, luminescence; DLD-1 KLF5 promoter-luciferase reporter; inhibition, % at 5 µM; hit rate 0.23% among 290,000; AID 1700, 2009;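 active = inhibition above a per-plate limit of that plate's mean compound inhibition plus 3 SD, cut at about 60% in these data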;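 note: 0% = DMSO wells and 100% = LY294002 at 200 µM; higher means less KLF5 promoter-driven luciferase light; inactives centre near -14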
Active calls of the source: *; ? = inconclusive; / = no result given.

SMILES	HSP90 refold inh	HSF1 activator	Platelet DG rel	HDAC3 inhib	aSyn 5UTR inh	HIF activator	IEC-6 cytotox	AI-2 QS modul	HSF1 inh	KLF5 inh
COCCNC(=O)C(c1ccc(F)cc1)N(C(=O)CCC(=O)Nc1ccccn1)c1ccc(C)cc1 (centres undefined)	1	6	7	0	5	-0.4	4	7	-2	-16
CCCCN(C(=O)c1ccc(N(C)S(=O)(=O)c2ccc(C)cc2)cc1)c1c(N)n(CCCC)c(=O)[nH]c1=O	/	1	14	/	2	0.3	/	9	-4	/
COc1cccc(C(c2nnnn2Cc2ccc(F)cc2)N2CCC(C(N)=O)CC2)c1OC (centres undefined)	1	9	-6	0	-15	-0.3	0	35	6	-4
Cc1ccc(-c2csc(NC(=O)C3=NN(c4ccccc4)C(=O)CC3)n2)cc1	2	12	6	8	-18	0.3	-3	17	6	-25
CCOC(=O)N1CCN(C(=O)c2ccc3c(c2)N=C(C)c2cc(Cl)ccc2S3)CC1	0	3	3	-2	10	0.5	-1	24	1	-31
Cc1ccnc2nc(C(=O)OCC(=O)Nc3ccccc3C(C)(C)C)nn12	-1	-12	-4	3	21	0.1	-2	22	-7	-15
O=C1CCSc2ccc(Cl)cc2N1Cc1ccc(Cl)cc1	0	16	-40	1	3	-0.5	0	21	15	-15
Cc1ccc2nc(NC(=O)c3ccc(Cn4cc(Cl)cn4)o3)sc2c1	0	-25	8	-9	-57	0.8	-3	-1	2	-28
O=C(Oc1ccc(-c2nnco2)cc1)c1ccco1	/	2	-4	63*	-18	0.0	/	5	0	/
O=C(CCC1CCCCC1)Nc1cc(C(F)(F)F)ccc1N1CCOCC1	/	7	1	5	2	0.1	/	7	3	/
CCN(Cc1ccncc1)C(=O)C1CCN(S(=O)(=O)c2cccs2)CC1	4	-4	5	-4	-6	1.2	3	22	0	-7
COc1ccc(C(=O)n2nc(-c3ccc(Cl)cc3)nc2N)cc1OC	4	72*	-2	13	6	-0.2	-1	15	37	-17
CC1(C)CC(=O)C=C(NNC(=O)c2ccc(N)cc2)C1	1	0	8	2	11	0.2	-4	19	0	28
CCOC(=O)c1c(C)nsc1NC(=O)C1CCCCC1	-5	2	3	4	21	-12	-1	22	-10	-1
COc1ccc(CN=C2NC(=O)CC(C(=O)Nc3ccc(Cl)cc3)S2)cc1 (centres undefined)	0	10	3	0	4	-0.3	-1	17	-4	2
Cc1nc(NC(=O)c2ccco2)sc1C(=O)O	54*	5	31	2	-18	-0.7	35*	12	-2	-2
CC(=O)N1CCCc2ccccc21	2	-13	0	-4	-16	/	1	29	-18	-18
O=C(C1CCCC1)N1CCCC(Nc2ccccc2)C1 (centres undefined)	-2	7	0	0	10	-1.2	-9	31	-10	-34
Fc1ccc(NC(=S)NN=C2CCCCCC2)cc1	-2	8	15	1	-75	0.6	0	11	4	-41
N#Cc1ccc(OCC(=O)NN2Cc3ccccc3C2=N)cc1	2	-4	-3	0	-22	2.4	4	12	-6	1
O=C(Nc1nccs1)c1cccc(N2C(=O)c3cccc4c([N+](=O)[O-])ccc(c34)C2=O)c1	1	170*	36	1	-6	7.9	10	26	148	10
CCN(C(=O)COC(=O)c1cc([N+](=O)[O-])ccc1N1CCOCC1)C1CCCCC1	/	-13	4	/	15	-0.4	/	8	4	/
COc1ccc(/C=C(/NC(=O)c2ccco2)C(=O)Nc2ccc(C(C)=O)cc2)cc1	-5	10	3	-7	3	-0.2	7	8	3	-10
CCOc1ccc(C2N(c3ccc(Cl)cc3)C(=O)C3CCCN32)cc1OC (centres undefined)	1	-1	5	-3	-7	-0.2	-2	10	-1	-26
CC(=O)Nc1ccc(S(=O)(=O)NCCNS(=O)(=O)c2ccc(NC(C)=O)cc2)cc1	-6	1	3	-3	-3	-0.1	2	17	-2	-62
CCOc1ccccc1-n1c(SCC(=O)N2CCOCC2)nc2ccccc2c1=O	-1	-2	3	0	8	0.0	4	9	-4	-27
O=S(=O)(c1ccccc1)N1CCC2(CC1)CO2	-4	12	12	-16	-3	0.1	-11	3	1	-6
CCOc1ccc(Cl)cc1S(=O)(=O)N1CCN(c2ccc(C)c(C)c2)CC1	-5	-4	6	6	11	0.8	3	7	-2	-5
Cc1c(C(=O)NCC2COc3ccccc3O2)oc2ccc(S(=O)(=O)N3CC(C)CC(C)C3)cc12 (centres undefined)	2	0	-7	3	17	-0.6	4	15	-1	-19
CCN(CC)S(=O)(=O)c1ccc(C(=O)Oc2coc(CSc3nc(C)cc(C)n3)cc2=O)cc1	-6	12	1	8	13	-0.7	0	30	-7	-35
CCOC(Cn1c(SCC(=O)Nc2cc(C)on2)nc2ccccc2c1=O)OCC	-7	-8	-29	1	31	-0.4	-2	30	-5	3
CCOCCCNC(=O)CC1Oc2ccc(C)cc2NC1=O (centres undefined)	-7	8	5	8	21	-0.3	1	32	-1	-5
COc1ccc(NC(=O)c2cc([N+](=O)[O-])ccc2NC(=O)CNC2CCCCC2C)c(OC)c1 (centres undefined)	3	5	-6	0	-37	1.3	-4	9	-6	-11
COc1ccc(CCN2CCCn3c2nc2c3c(=O)[nH]c(=O)n2C)cc1OC	0	-14	-1	-3	14	0.7	3	24	-7	-12
CC(CNC(=O)c1ccc(C#N)cc1)NC(=O)c1ccc(C#N)cc1 (centres undefined)	0	-9	4	-3	-14	-12	0	6	-1	-42
COC(=O)c1ccc(-c2csc(NC(=O)c3ccc(S(=O)(=O)N4CCc5ccccc5C4)cc3)n2)cc1	4	-7	-5	1	12	0.1	7	12	-7	2
COc1ccc(N(Cc2cc(=O)[nH]c3ccccc23)C(=O)c2ccco2)cc1	5	12	1	-3	-1	-0.3	10	22	0	-7
Nc1ccc2nc3c(c(Cl)c2c1)CCCC3	-2	-17	5	/	-88	0.8	3	9	-2	-26
COc1ccc(CCc2nnc(CCC(=O)NCc3cnc4ccccn34)o2)cc1	4	6	5	-6	24	-0.1	-2	17	-1	-19
COc1cccc(C(=O)Nc2cc3c(cc2Cl)OCCCO3)c1	1	54*	15	1	-130	2.8	-5	3	18	-159

Full records from above. Screens in order: HSP90 refold inh | HSF1 activator | Platelet DG rel | HDAC3 inhib | aSyn 5UTR inh | HIF activator | IEC-6 cytotox | AI-2 QS modul | HSF1 inh | KLF5 inh
Cc1c(C(=O)NCC2COc3ccccc3O2)oc2ccc(S(=O)(=O)N3CC(C)CC(C)C3)cc12 (centres undefined) as listed: 2 | 0 | -7 | 3 | 17 | -0.6 | 4 | 15 | -1 | -19
Cc1nc(NC(=O)c2ccco2)sc1C(=O)O as listed: 54* | 5 | 31 | 2 | -18 | -0.7 | 35* | 12 | -2 | -2

Other records follow.
SMILES	HSP90 refold inh	HSF1 activator	Platelet DG rel	HDAC3 inhib	aSyn 5UTR inh	HIF activator	IEC-6 cytotox	AI-2 QS modul	HSF1 inh	KLF5 inh
c1ccc2[nH]c(NCCN3CCOCC3)nc2c1	3	6	1	-3	9	0.6	11	20	0	4
CC(=O)Oc1ccc(CCC(C)OC(C)=O)cc1 (centres undefined)	4	8	1	4	3	0.0	3	23	2	-27
CSc1nsc(SCC(=O)Nc2nc3ccccc3s2)n1	4	30	1	12	-71	0.1	4	8	2	-12
CC(C)(C)OC(=O)NCCc1nnc(SCc2cccc(Cl)c2)o1	-1	-11	0	0	12	0.0	-4	11	0	-26
O=C(COc1ccc2c3c(c(=O)oc2c1)CCCC3)NCCCN1CCCC1=O	-2	-13	2	-22	-1	-0.2	4	10	0	-12
N=C1SC(CC(=O)Nc2ccccc2[N+](=O)[O-])C(=O)N1c1ccccc1 (centres undefined)	-2	-4	13	-1	0	0.4	-4	10	-1	-26
COC(=O)c1ccc(CNC(=O)CSC2=NCCS2)cc1	-4	6	-6	1	3	-0.1	3	23	-7	-21
S=C(NCCCN1CCOCC1)N1CCOCC1	7	-19	-6	2	-12	0.3	0	8	-3	-7
COCCNC(=O)CSc1ncnc2sccc12	1	1	-2	0	18	1.4	0	-5	-7	-39
CC1Cc2cc(S(=O)(=O)N3CCN(c4ccccc4)CC3)ccc2N1C(=O)C1CC1 (centres undefined)	1	39	-8	-1	11	-0.4	8	5	0	5
CCOc1ccc(C(CCc2ccccc2)NC(=O)c2ccccc2)cc1OCC (centres undefined)	-2	-8	10	1	22	-0.1	-3	2	-3	-24
COc1cccc(CN(CC2CCCO2)S(=O)(=O)c2ccc(-n3cnnn3)c(OC)c2)c1 (centres undefined)	4	10	-4	4	8	0.1	6	8	4	15
O=C(CN1C(=O)COc2ccccc21)c1ccc(Cl)cc1	4	10	-3	0	2	-1.1	2	4	7	-9
COc1cc([N+](=O)[O-])cc2sc(NC(=O)C(C)(C)C)nc12	-1	0	-2	4	-60	1.1	-7	39	3	-20
O=C(OC(C(=O)NCc1cccs1)c1ccccc1Cl)c1ccco1 (centres undefined)	0	-14	4	-4	-11	0.0	-6	28	-8	-2
Cc1cccc2cc(COC(=O)c3cccnc3)c(=O)[nH]c12	-2	-12	-2	7	12	0.2	4	31	0	-35
COc1ccc(C(C)NC(=O)Cc2ccc(Br)cc2)cc1 (centres undefined)	0	61*	3	1	9	-0.4	14	0	22	4
CCOC(=O)C1CCN(Cc2cc(=O)oc3cc(C)c(Cl)cc23)CC1	0	8	-8	1	-1	-0.8	4	13	-3	-23
CCC(C)NC(=O)CSc1nc2scc(-c3ccccc3)c2c(=O)[nH]1 (centres undefined)	-1	-4	7	-7	-1	0.0	6	11	7	-15
O=[N+]([O-])c1cc(F)c2cccnc2c1O	9	-25	-6	0	14	-30	2	?	-12	2
Cn1c(C(=O)N[C@@H](Cc2ccccc2)C(=O)NCCC(=O)O)cc2cc(Cl)ccc21	-2	2	-1	-3	-4	-2.5	1	0	0	-7
Brc1cc2[nH]cnc2c2ccccc12	0	-3	2	7	-43	-0.5	8	5	-3	-47
Cc1ccc(C(C)C)c(OCCN(C)C)c1	-2	35	-4	7	17	0.3	2	16	4	-14
COC(=O)/C=C(\Oc1ccccc1)C1(O)CCCCC1	2	2	-3	-3	-9	-0.3	-7	/	4	-11
CC(C)(C)OC(=O)[C@H](Cc1ccccc1)NC(=O)c1nc[nH]c1C(=O)NC1CCN(C(=O)OC(C)(C)C)CC1	7	-14	0	7	24	-0.4	-2	41	-8	15
COc1ccc(C2CC(c3ccccc3)=NN2C(=O)CSc2ncn[nH]2)cc1 (centres undefined)	-1	8	13	-1	-35	1.4	-9	26	12	-38
O=C(NCCCN1CCCC1=O)c1ccc(S(=O)(=O)Nc2cccc(C(F)(F)F)c2)cc1	/	4	-2	2	-2	-28	/	6	-2	/
COc1ccc(C(=O)NC2CCN(CC(=O)NCc3ccccc3)CC2)cc1	1	-5	-13	1	2	-0.2	2	-3	-2	1
COc1ccc(/C(O)=C2/C(=O)C(=O)N(CCCC(=O)O)C2c2ccc(OC)c(OC)c2)cc1 (centres undefined)	1	-19	-4	4	-1	-0.9	-3	21	-5	-28
